Compound activity from PubChem BioAssay.
DAX1 inh-1: DAX1 (NR0B1) inhibitors, primary screen, cell-based, HEK293, Gal4-DAX1, luciferase luminescence; AID 504766, 2011; inhibition, % at 6.75 µM; HEK293 Gal4-DAX1 luciferase reporter; Nuclear receptor subfamily 0 group B member 1 (Homo sapiens), P51843; 340,000 tested, 0.99% active;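 active means inhibition above the mean over all tested compounds plus 3 SD, cut at about 4.2% in these data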;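 further: 0% = DAX1-transfected cells with DMSO and 100% = empty-vector control cells with DMSO; inhibition shows as a rise in luminescence from relieved DAX1 repression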
hcDAF-12 act: H. contortus DAF-12 nuclear receptor activators, primary screen, cell-based, luminescence, HEK293, lit1-tk-luc reporter; HEK293 hcDAF-12 lit1-tk-luc reporter; 0% DMSO, 100% Δ7-dafachronic acid; activation, % at 6.8 µM; 370,000 tested, 1.4% active;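 active means activation above the mean of all tested compounds plus 3 SD, cut at about 5.5% in these data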;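 further: 100% = response to 3 µM Δ7-dafachronic acid high control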
DAX1 inh-2: DAX1 (NR0B1) inhibitors on StAR promoter, primary screen, cell-based, luminescence, SF-1 (NR5A1), full-length DAX-1. AID 652010, 2013. 370,000 tested, 1.1% active. inhibition, % at 6.8 µM. HEK293T StAR-luciferase reporter, SF-1/DAX-1 repression relief;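 active means inhibition above the mean over all tested compounds plus 3 SD, cut at about 3.6% in these data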;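 further: 0% = DAX-1 cells with DMSO and 100% = cells lacking DAX-1 with DMSO; higher inhibition means more luminescence from relief of DAX-1 repression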
PLC-gamma1 inh: PLC-gamma1 enzyme inhibitors, primary screen, biochemical, fluorescence, purified enzyme; 370,000 tested, 0.84% active; fluorogenic substrate; AID 720700, 2013; inhibition, % at 12.2 µM; 1-phosphatidylinositol 4,5-bisphosphate phosphodiesterase gamma-1 (Homo sapiens), P19174; in the data active means inhibition above about 9.5%
PLC-beta3 inh: human PLC-beta3 inhibitors, primary screen, biochemical, fluorescence; 1-phosphatidylinositol 4,5-bisphosphate phosphodiesterase beta-3 (Homo sapiens), Q01970; 370,000 tested, 0.18% active; AID 720704, 2013; inhibition, % at 12.2 µM; Purified PLC-beta3, fluorogenic substrate; in the data active means inhibition above about 11%;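 further: 0% = median of compound wells on plate and 100% = full blocker control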
ADAM17 inh: ADAM17 inhibitors, primary screen, biochemical, QFRET; Disintegrin and metalloproteinase domain-containing protein 17 (Homo sapiens), P78536; 370,000 tested, 0.83% active; recombinant ADAM17, EDANS/DABCYL FRET peptide cleavage; AID 720648, 2013; inhibition, % at 6.95 µM;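 active means inhibition above the mean of compounds lying between control limits plus 3 SD, set per campaign, cut at about 8.5% in these data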;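 further: 0% = DMSO-only wells as the low control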
ADAM10 inh: human ADAM10 inhibitors, primary screen, biochemical, QFRET, HTS | Disintegrin and metalloproteinase domain-containing protein 10 (Homo sapiens), O14672 | recombinant ADAM10, EDANS/DABCYL FRET peptide cleavage, 3 h | inhibition, % at 7 µM | AID 720582, 2013 | 370,000 tested, 0.62% active;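 active means inhibition above a per-campaign cutoff equal to the mean of compounds falling between control-based bounds plus 3 SD, cut at about 20% in these data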;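 further: 0% = DMSO wells while the 100% control is not disclosed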
Target sequence (O14672 214-748 limits assumed): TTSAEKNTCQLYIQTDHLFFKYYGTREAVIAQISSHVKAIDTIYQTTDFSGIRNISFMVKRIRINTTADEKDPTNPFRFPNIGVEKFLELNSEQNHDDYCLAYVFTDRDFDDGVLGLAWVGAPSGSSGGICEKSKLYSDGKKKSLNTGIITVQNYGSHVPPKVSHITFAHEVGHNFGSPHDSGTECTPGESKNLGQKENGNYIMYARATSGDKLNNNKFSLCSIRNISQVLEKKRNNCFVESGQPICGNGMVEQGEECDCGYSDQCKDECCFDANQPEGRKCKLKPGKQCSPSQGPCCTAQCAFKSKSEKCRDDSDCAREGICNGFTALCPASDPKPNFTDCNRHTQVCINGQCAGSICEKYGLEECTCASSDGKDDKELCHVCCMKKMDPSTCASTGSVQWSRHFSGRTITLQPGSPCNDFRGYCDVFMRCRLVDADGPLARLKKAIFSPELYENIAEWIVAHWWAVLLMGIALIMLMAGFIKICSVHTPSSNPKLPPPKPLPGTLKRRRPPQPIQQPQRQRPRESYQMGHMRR
FXN GAA850 act: FXN promoter activators, primary screen, cell-based, luciferase luminescence, HEK293 lucGAA850 | HEK293 lucGAA850 FXN promoter luciferase reporter, 24 h; percent of 10 µM SAHA response | activation, % at 6 µM | 360,000 tested, 0.56% active | AID 540364, 2011;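 active means activation above the average of all compounds screened plus 3 SD, cutoff fixed separately per campaign, cut at about 7.5% in these data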;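 further: 0% = DMSO wells and 100% = 10 µM SAHA wells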
hgDAF-12 ag: H. glycines DAF-12 receptor agonists, primary screen, cell-based, luminescence, HEK293, GAL4 fusion, UAS-luciferase; Nuclear hormone receptor DAF-12 (Heterodera glycines), GAL4 fusion; HEK293 GAL4-hgDAF12 UAS-luciferase reporter, agonist luminescence; normalized to butyrate control; activation, % at 6.8 µM; 370,000 tested, 1.8% active; AID 687014, 2013;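 active means activation above a cutoff set at the mean of all screened compounds plus 3 SD, cut at about 10% in these data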;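 further: 0% = DMSO wells and 100% = sodium butyrate wells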
sPLA2-III inh: human group III sPLA2 inhibitors, primary screen, biochemical, QFRET, BODIPY PC-A2 liposome substrate; QFRET BODIPY PC-A2 liposome hydrolysis, fluorescence; Group 3 secretory phospholipase A2 (Homo sapiens), Q9NZ20; AID 743126, 2013; inhibition, % at 12.2 µM; 370,000 tested, 0.56% active;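 active means inhibition above mean plus 3 SD of compounds lying within the high and low control bounds, cut at about 19% in these data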;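 further: 0% = median of test compound wells and 100% = no enzyme DMSO wells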
Target sequence (Q9NZ20 whole entry, looked up): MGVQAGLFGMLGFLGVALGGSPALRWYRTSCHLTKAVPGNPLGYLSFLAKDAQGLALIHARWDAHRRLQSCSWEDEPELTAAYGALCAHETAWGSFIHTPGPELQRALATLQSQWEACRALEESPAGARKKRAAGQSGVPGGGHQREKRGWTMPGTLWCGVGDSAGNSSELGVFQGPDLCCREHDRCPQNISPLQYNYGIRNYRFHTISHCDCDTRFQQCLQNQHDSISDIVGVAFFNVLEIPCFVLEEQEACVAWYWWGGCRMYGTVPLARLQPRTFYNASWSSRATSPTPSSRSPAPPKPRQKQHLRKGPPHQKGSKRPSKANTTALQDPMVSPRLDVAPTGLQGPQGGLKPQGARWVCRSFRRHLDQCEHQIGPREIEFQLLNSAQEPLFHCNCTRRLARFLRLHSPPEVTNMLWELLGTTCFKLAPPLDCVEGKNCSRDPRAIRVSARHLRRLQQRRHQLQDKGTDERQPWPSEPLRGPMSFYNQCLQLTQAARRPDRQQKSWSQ
ssDAF-12 act: S. stercoralis DAF-12 nuclear receptor activators, primary screen, cell-based, luminescence, HEK293, GRIP1 co-expression, lit1-tk-luc; Nuclear hormone receptor DAF-12 (Strongyloides stercoralis); HEK293 ssDAF-12/GRIP1 lit1-tk-luc reporter; % of 3 µM dafachronic acid response; activation, % at 6.8 µM; 370,000 tested, 1% active; AID 652126, 2013;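 active means activation above the mean over all tested compounds plus 3 SD, cut at about 0.9% in these data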;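 further: 0% = DMSO-only wells and 100% = 3 µM delta7-dafachronic acid wells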
Numbers without * were called inactive; i = inactive; · = not tested or not shown.

SMILES	PLC-beta3 inh	DAX1 inh-2	hgDAF-12 ag	ssDAF-12 act	ADAM17 inh	DAX1 inh-1	sPLA2-III inh	PLC-gamma1 inh	ADAM10 inh	hcDAF-12 act	FXN GAA850 act
CCO/C(C)=C1\C(=O)N(CC)c2ccccc21	-3	-0.1	-0.5	-1.2	1	-0.2	0	2	-15	-1.1	1.8
CC(C)c1ccc(NC2(C#N)C(=O)Nc3ccccc32)cc1 (centres undefined)	0	0.3	0.2	-0.7	0	1.0	10	5	-4	1.7	-3.1
CC(=O)Nc1nc2ccccc2n1Cc1ccc(Cl)cc1	-6	-1.3	0.1	-1.1	-1	1.3	-9	2	-1	-1.1	-0.8
Cc1c(Cl)cccc1NC(=O)COC(=O)CCc1nc2ccccc2n1-c1ccccc1	2	0.2	-2.5	-1.4	5	-0.8	-11	3	13	0.7	1.0
CCCCCCc1nc2nc(Cl)c(Cl)nc2[nH]1	2	1.4	2.2	-0.8	1	-0.4	-5	1	4	1.2	-0.8
CCC(CC)CN1C(Nc2ccccc2)=NC[C@@H]1C	2	0.4	0.2	-1.2	2	0.0	1	3	3	0.1	0.4
CN(C)CCCOc1ccc(Cl)cc1Br	5	0.1	-2.1	-0.7	-1	0.1	-4	4	-1	-1.6	-1.4
Cn1cccc1C(=O)NCCc1ccc(Cl)cc1	-10	4.0*	5.0	-0.3	-6	1.3	7	-2	-2	1.9	6.3
COc1ccnc(CN(C)C(=O)C2CCC(=O)N(CCN(C)C)C2)c1 (centres undefined)	-12	-0.3	2.9	-0.8	-4	2.0	4	-2	-7	-0.5	0.1
CCOC(=O)c1c(/N=C/c2cc(C)ccc2O)sc2c1CCN(C)C2	-11	-0.2	-2.4	-0.7	-6	2.7	-5	-9	-15	0.1	-0.6
CCCCNC(=O)CSc1nc2ccc(Nc3nc(N4CCOCC4)nc(N4CCOCC4)n3)cc2s1	-2	-0.8	-1.7	-1.3	1	-4.4	-9	6	8	-2.9	-0.6
CCN(CC)CCN1C(=O)c2oc3ccccc3c(=O)c2C1c1ccc(C)cc1 (centres undefined)	-107	0.2	-1.1	-0.1	-18	-0.8	0	-81	-45	3.0	2.7
COc1cc(NC2=CC(=O)CC(C)(C)C2)cc(OC)c1	-144	0.1	-0.4	-1.1	-18	0.8	0	-141	-45	-0.9	2.4
Cc1cccc(NC(=O)Cn2c(=O)n(Cc3ccccc3)c(=O)c3c(C)c(C)sc32)c1	4	0.0	-2.0	-0.9	-2	0.1	3	1	-3	-2.0	-1.1
O=C(CNC(=O)c1ccc(Cl)cc1Cl)NCCCn1ccnc1	-1	0.3	3.3	-0.9	1	-0.8	10	2	8	-2.3	-0.3
CSc1ncccc1C(=O)N1CCCC(Nc2ccc(C)c(C)c2)C1 (centres undefined)	0	-0.8	-0.6	-1.6	0	0.1	0	2	5	-1.5	0.7
C=CCn1c(CCNC(=O)c2ccccc2F)nnc1SCC(=O)Nc1ccccc1F	-9	-1.9	-0.5	-1.2	1	1.8	5	6	-7	-1.2	0.9
CC1CCCN(S(=O)(=O)c2ccc(C(=O)Nc3nnc(-c4ccncc4)o3)cc2)C1 (centres undefined)	-1	-1.1	-1.3	-0.9	3	-0.1	-8	-2	12	0.2	-0.9
CCOC(=O)Cn1c(=O)c(C#N)cn(C(C)C)c1=O	-2	0.1	1.6	-1.0	-169	·	7	4	2	-0.4	0.6
O=C(N/N=C/C(Br)=C/c1ccccc1)c1ccccc1F	0	0.5	6.4	-0.3	5	1.6	-5	0	-6	0.8	8.5*
O=C(N[C@H](C(=O)O)c1ccccc1)C1CCC(Cn2cnc3ccccc3c2=O)CC1 (some centres undefined)	-9	0.3	0.3	-1.2	-7	4.6*	-2	-2	-14	1.8	-3.8
COc1ccc2c(c1OC)C(=O)OC2Nc1ncccc1C (centres undefined)	-3	-1.0	2.3	-0.6	0	-0.4	9	-1	-1	0.9	3.0
O=C(Nc1nnc(CCc2ccccc2)s1)C1CCCO1 (centres undefined)	2	0.7	1.2	-0.1	-3	-0.1	0	3	2	0.9	1.6
Cc1nn(Cc2ccc(Cl)c(Cl)c2)c(C)c1NC(=O)c1cc(CC(C)C)on1	-3	-2.7	-5.4	-2.2	8	-1.3	-6	-4	5	-2.9	1.1
COc1cccc([C@@H]2NC(=O)C/C=C/[C@H](C)[C@H](c3cccc(OC)c3)NC(=O)C/C=C/[C@@H]2C)c1	2	-0.9	-2.1	-0.2	-1	·	-1	0	10	-0.3	·
O=c1c(O)c(-c2cccs2)oc2ccccc12	i	0.2	-0.4	-1.2	-25	-0.5	1	i	-132	-0.3	2.1
C=CCN1CCN(C(=O)c2oc3ccccc3c2C)CC1	-7	0.5	0.4	-0.8	-3	-0.1	5	0	2	7.5*	0.6
CC(NC(=O)CCC1COc2ccccc2O1)c1ccccc1 (centres undefined)	5	-0.1	3.2	-0.7	0	-0.3	-4	2	6	0.3	-0.3
CC(=O)N1CCc2cc(S(=O)(=O)CCC(=O)O)ccc21	0	-1.2	-1.3	-1.1	-6	0.4	4	-8	5	0.2	0.5
COC(=O)c1ccc(-n2c(C)cc(C(=O)CSc3ccc(NC(C)=O)cc3)c2C)cc1	2	-0.7	-1.0	-2.2	9.0*	-0.2	-34	0	18	-2.0	2.7
COCCNC(=O)C1CCCN(C(=O)c2cc(C)n(C(C)(C)C)n2)CC1 (centres undefined)	1	-0.4	-1.7	-1.2	-4	·	1	4	-11	-0.3	0.7
O=C1CN(C(=O)c2c(F)cccc2F)C(c2ccc(F)cc2)c2cc(F)ccc2N1 (centres undefined)	-7	0.0	-2.4	-0.8	-3	-0.5	11	7	1	-0.8	-0.7
Cn1nnc(NCc2cc(Br)ccc2OCc2cccs2)n1	6	-0.7	-0.7	-1.8	0	0.1	-1	2	-2	-2.3	0.4
COc1cccc(/C=N/NC(=O)c2cc3c(OC)ccc(OC)c3[nH]2)c1O	-105	-2.3	-9.8	-1.5	0	-4.7	-24	-58	5	-5.2	-8.3
Cc1cc(C)cc(-n2ncc3c2CCCC3NC(=O)c2cc(C)[nH]n2)c1 (centres undefined)	-13	0.8	-6.5	-1.4	-10	-0.9	-7	-4	-13	-3.1	-0.5
COc1cc(/C=C/C(=O)OCC(=O)NCc2ccc3c(c2)OCO3)cc(OC)c1OC	-17	0.7	-0.7	-0.5	-7	-0.1	6	-3	-26	-1.6	-0.1
CCCCCN(C(=O)CCC(=O)OCc1cccc(F)c1)c1c(N)n(CCCC)c(=O)[nH]c1=O	-5	0.9	-1.0	-1.1	-3	-0.1	5	-4	-12	-0.2	0.0
CN(C)S(=O)(=O)c1cccc(C(=O)OCC(=O)Nc2ccc3c(c2)OCCO3)c1	-1	-1.9	4.0	-1.2	-1	0.7	-5	-22	-3	0.4	-0.5
CNc1ccc(OC)cc1-n1cnc(-c2ccc([N+](=O)[O-])cc2)c1	1	0.5	1.2	-0.9	-1	-0.7	2	3	5	-0.9	0.6
N#Cc1cc(C(=O)c2ccccc2O)cn(-c2nccs2)c1=O	-104	-0.1	2.1	0.5	-11	-0.7	-13	-86	-40	3.3	-0.9
COc1ccc(N2CC(C)Cn3c2nc2c3c(=O)n(Cc3ccccc3)c(=O)n2C)c(OC)c1 (centres undefined)	-9	-0.1	-2.5	-2.0	-2	-2.0	-2	-1	9	-2.4	-1.7
C=CCOC(=O)C1=C(C)NC(C)=C(C(=O)OCC=C)C1/C=C/c1ccccc1	-30	-0.3	-1.9	-1.1	-12	2.4	-1	-22	-6	-0.8	1.5
CC(=O)Nc1cccc(NC(=O)NC2CC(=O)N(c3ccc4c(c3)OCCO4)C2)c1 (centres undefined)	-1	0.6	-0.6	-1.1	1	0.1	-3	0	-1	1.0	0.2
CCCCCCC#Cc1ccc2c(c1)COc1c3ccccc3nn1-2	-1	0.2	2.7	-0.4	-4	-0.8	-2	-2	-3	-0.2	4.3
O=C(NCc1ccccn1)C1Nc2ccc(C(F)(F)F)cc2C2C=CCC12 (centres undefined)	-57	0.4	-1.4	-0.8	-11	-0.8	-3	-32	-42	1.9	0.1
N#CCC(=O)N/N=C/c1coc2ccccc2c1=O	-15	0.1	0.8	-1.1	-13	0.1	-17	-9	-17	2.0	-0.1
Cc1nnc(SCC(=O)N(CC(C)C)c2c(N)n(CC(C)C)c(=O)[nH]c2=O)n1-c1ccccc1	4	0.2	-2.1	-1.1	-2	1.6	-12	0	-9	-0.5	-0.2
COc1ccc(C)cc1-n1nnnc1SCc1nc(N)nc(N(C)C)n1	-2	-1.8	-3.6	-1.6	2	·	17	1	-12	-1.8	-2.5
CCOC(=O)C1CCCN(C(=O)Nc2c(-c3ccccc3)noc2C)C1 (centres undefined)	-5	-1.0	-2.0	-0.9	-6	-0.3	2	0	-12	-1.9	0.1
COC(=O)[C@]12C[C@H](CC(=O)NCc3cccc(C(F)(F)F)c3)C(=O)N(CCc3ccc(OC)c(OC)c3)C1=C[C@H](COCc1ccccc1)O[C@@H]2C	3	-1.6	-2.2	-0.8	6	·	-21	-1	11	-3.9	·
CCOC(=O)C1CCN(C(=O)c2cc(OCC)c(OCC)c(OCC)c2)CC1	5	0.0	-1.8	-1.2	1	-0.2	-1	3	9	-1.3	-1.5
N#CCCN(C(=O)COC(=O)C1CCN(S(=O)(=O)c2ccc3c(c2)OCCO3)CC1)c1ccccc1	-6	-0.9	0.1	-1.1	-3	-1.0	5	1	-8	0.1	0.5
CCOc1ccccc1N(CC(=O)NC1CCCC1)C(=O)CCCC(=O)Nc1ccccn1	5	-0.1	-3.4	-1.6	1	0.6	4	1	6	-1.9	-2.4
